# OX1R antag-1 = antagonists of human orexin 1 receptor (OX1R); Orexin/Hypocretin receptor type 1 (Homo sapiens), O43613; OX1R-expressing cells, FRET antagonist read-out; inhibition, % at 6.6 µM; hit rate 1.8% among 330,000; AID 485270, 2010; in the data active = inhibition mostly above about 38%, no sharp cut-off; inactive = mostly below about 40%;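 also: 0% = agonist challenge alone and 100% = reference antagonist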
# Target sequence (O43613 whole entry, looked up): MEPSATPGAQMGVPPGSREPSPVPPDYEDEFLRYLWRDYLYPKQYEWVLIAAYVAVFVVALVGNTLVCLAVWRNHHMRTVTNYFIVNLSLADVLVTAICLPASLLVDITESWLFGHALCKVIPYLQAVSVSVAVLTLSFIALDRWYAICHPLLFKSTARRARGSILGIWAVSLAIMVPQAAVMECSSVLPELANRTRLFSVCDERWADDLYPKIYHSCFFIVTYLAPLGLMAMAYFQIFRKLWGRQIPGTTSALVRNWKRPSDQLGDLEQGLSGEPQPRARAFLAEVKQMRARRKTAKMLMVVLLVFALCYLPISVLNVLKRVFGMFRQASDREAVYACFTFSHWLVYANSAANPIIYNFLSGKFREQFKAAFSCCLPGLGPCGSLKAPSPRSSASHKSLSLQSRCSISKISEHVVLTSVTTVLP
# OX1R antag-2 = OX1R (HCRTR1) antagonists, primary screen, fluorescence, CHO/OX1R cells, Fluo-8 calcium, orexin A; inhibition, % at 5 µM; AID 434989, 2010; Fluo-8 calcium fluorescence; hit rate 0.43% among 330,000;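 active = inhibition above its plate's threshold, mean inhibition of all tested compounds on the plate plus 3 SD, cut at about 37% in these data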;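 also: 0% = orexin A challenge wells and 100% = SB-334867-A antagonist wells; not every result past the cut was called active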
# CHT allo act = CHT positive allosteric modulators, primary screen, cell-based, membrane potential dye, choline EC20; CHT-expressing cells; stronger effect = higher value; LV-AA mutant CHT in HEK293 cells; B-score at 10 µM; hit rate 0.49% among 310,000;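 active = initial fluorescence not abnormally high and integrated response B-score, plate-corrected, over 3 SD above library mean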
# Target sequence (Q9GZV3 whole entry, looked up): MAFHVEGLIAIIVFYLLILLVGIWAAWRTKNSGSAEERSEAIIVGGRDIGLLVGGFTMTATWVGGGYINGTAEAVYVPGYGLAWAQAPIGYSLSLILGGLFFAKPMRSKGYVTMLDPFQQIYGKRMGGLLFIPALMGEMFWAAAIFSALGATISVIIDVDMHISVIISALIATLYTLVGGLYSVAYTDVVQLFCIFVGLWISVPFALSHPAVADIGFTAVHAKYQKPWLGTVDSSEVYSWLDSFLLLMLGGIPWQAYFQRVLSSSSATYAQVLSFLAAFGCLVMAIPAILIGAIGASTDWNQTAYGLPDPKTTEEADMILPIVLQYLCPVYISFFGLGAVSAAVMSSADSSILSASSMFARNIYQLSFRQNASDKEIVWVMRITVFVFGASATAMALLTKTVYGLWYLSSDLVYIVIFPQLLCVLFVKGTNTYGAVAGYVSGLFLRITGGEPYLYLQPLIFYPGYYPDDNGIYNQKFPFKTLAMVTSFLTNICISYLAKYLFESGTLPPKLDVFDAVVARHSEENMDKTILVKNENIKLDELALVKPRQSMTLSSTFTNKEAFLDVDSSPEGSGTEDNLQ
# An asterisk follows results filed as active; i = inactive; x = not tested or not shown.
# Sequence of screens – OX1R antag-2	OX1R antag-1	CHT allo act
CCOc1ccc(NC(=O)C(C)Oc2ccccc2C(=O)Nc2ccc(C)c(Cl)c2)cc1 (stereo unspecified)
  -21.4	-3.0	i
COC(=O)c1sc2nc(SCC(=O)N(C)c3ccccc3)n(N)c(=O)c2c1C
  -32.5	17.4	i
Cc1cc(NC(=O)CSCC(=O)Nc2cccc(S(=O)(=O)N3CCCCCC3)c2)no1
  -20.5	11.7	i
CN(C)c1ccc(-c2c(-c3ccc4c(c3)OCO4)noc2-c2ccsc2)cn1
  -22.3	22.5	i
Cc1ccccc1OCC(=O)N/N=C/c1sc(=O)n(Cc2cccc(C(=O)O)c2)c1Cl
  -15.3	25.6	i
O=C(CSc1nnc(-c2ccncc2)n1Cc1ccco1)Nc1nccs1
  -9.8	-2.7	i
CSc1ccccc1NC(=O)c1cnccn1
  -12.2	7.3	i
Cc1ccc(C(=O)NCCSc2c(C)[nH]c3ccccc23)cc1[N+](=O)[O-]
  -0.3	31.3	i
CN(C)S(=O)(=O)c1cccc(C(=O)Nc2ccc(S(=O)(=O)N3CCCC3)cc2)c1
  -13.2	24.5	i
COc1ccccc1N(C(=O)CNC(=O)c1ccco1)C(C(=O)NC1CCCC1)c1ccco1 (stereo unspecified)
  -19.9	12.5	i
Cc1ccc(S(=O)(=O)O/N=C2/CCCc3occc32)cc1
  -8.3	1.1	i
CCn1ncc(Br)c1C(=O)Nc1cc(C(=O)OC)ccc1C(=O)OC
  -8.9	2.1	i
COc1cccc(NC(=S)NC(=O)Cc2ccccc2)c1
  -18.5	-2.2	i
COc1ccc(-c2nc(C#N)c(N3CCN(C(=O)c4ccco4)CC3)o2)cc1OC
  0.9	8.6	i
O=C(CSc1ccccn1)Nc1ccc2c(c1)OCCO2
  -2.5	16.4	i
O=C(CSc1ccc(Cl)cc1)NC(=O)NCc1ccco1
  -13.3	9.8	i
O=C(O)/C=C/c1cnc[nH]1
  3.4	20.9	i
O=S(=O)(CCSc1ccc(C(F)(F)F)cn1)c1ccccc1
  -28.8	16.2	i
Cc1ccsc1/C=N/NC(=O)c1nnn(-c2nonc2N)c1-c1ccc2c(c1)OCO2
  10.9	14.3	i
CN1CCN(c2ccc(S(=O)(=O)N3CCCCC3)cc2NC(=O)Cc2ccc(Cl)cc2)CC1
  -5.5	8.2	i
Cc1cc(=O)oc2cc(OCC(=O)NC3CCCCC3)ccc12
  -10.8	11.2	i
Cc1cccnc1Nc1nc(-c2ccc(O)cc2O)cs1
  -9.3	41.5	i
CSc1nc(O)c(/C=C2\C=Nc3ccccc32)[nH]1
  -2.3	21.0	i
COc1ccc(OC)c(-n2c(SCC(N)=O)nnc2-c2c[nH]c3ccccc23)c1
  -20.7	13.2	i
O=[N+]([O-])c1ccc2nc(-[n+]3c(-c4ccccc4)cc(-c4ccccc4)cc3-c3ccccc3)[nH]c2c1
  -27.6	33.1	i
Cc1onc(-c2c(Cl)cccc2Cl)c1C(=O)ONC(=O)c1cc(C(F)(F)F)cc(C(F)(F)F)c1
  -20.5	5.0	i
CN(C)CCSc1nnc(-c2ccccc2)o1
  -5.1	15.8	i
Brc1ccc(/C=N/Nc2ncnc3c2cnn3Cc2ccccc2)cc1
  -3.7	12.2	i
C[C@H](NC(=O)c1ccco1)C(=O)Nc1ccc(C#N)cc1
  -3.7	11.1	i
Cc1ccc(NC(=O)NCc2ccccn2)cc1
  6.4	1.1	i
COCc1cc(CN2CCN(CCc3ccccc3)C(CCO)C2)ccc1OC (stereo unspecified)
  -27.1	7.3	i
CCOCCCNC(=O)C(c1ccc(OC)cc1)N(Cc1cccs1)C(=O)c1ccccn1 (stereo unspecified)
  -9.0	-0.1	i
O=C(O)C1CCCCC1C(=O)NCCCN1CCOCC1 (stereo unspecified)
  -14.7	24.1	i
COC(=O)CNc1nc(-c2ccccc2F)nc2ccccc12
  1.9	39.3	i
CCNc1ccc(Br)cc(C(=O)/C=C/c2c(Cl)cccc2Cl)c1=O
  -1.6	15.8	i
COc1ccc(CC(=O)Nc2ccc(-c3noc(-c4ccccc4OC)n3)cc2)cc1
  -8.4	23.0	i
CCC(CC)C(=O)Nc1cccc(SC)c1
  -7.6	15.6	i
CCOC(=O)C1NN=C(C(=O)c2ccccc2)C1c1ccc(OC)cc1 (stereo unspecified)
  -39.7	41.1	i
O=C(O)c1ccc2cccc(O)c2n1
  1.6	6.9	i
Cn1c(NC(=O)c2ccco2)c(-c2ccccc2)c(=O)c2ccccc21
  -23.5	0.8	i
CCO/N=C(\C)c1c(O)c(CC)c(-c2ccccc2)n(-c2ccccc2)c1=O
  -18.6	13.8	i
COc1cc(/C=C/C(=O)OCC(=O)NCC2CCCCC2)ccc1O
  -24.7	8.8	x
COC(=O)c1ccc(NC(=S)NC(=O)c2c(Cl)cnn2C)cc1
  -5.5	5.4	i
CCOCCCNC(=O)C(c1ccccc1)N(Cc1cccs1)C(=O)c1ccccc1O (stereo unspecified)
  -31.8	10.5	i
CC(C)(C)C(=O)Nc1cccc(C(=O)c2cccc(NC(=O)C(C)(C)C)c2)c1
  -12.0	0.9	i
Cc1cc(C)cc(N2C(=O)CC(N3CCOCC3)C2=O)c1 (stereo unspecified)
  1.6	9.4	i
CCOC(=O)N1CCC(NC(=O)c2ccc(N3CCC4(CC3)OCCO4)c([N+](=O)[O-])c2)CC1
  8.7	26.8	i
COc1ccc(CCN2C(=S)N(C)C(=O)C2CC(=O)Nc2ccc(OC)cc2)cc1 (stereo unspecified)
  -2.1	6.3	i
CC(Sc1ccsc1[N+](=O)[O-])C(=O)NCc1ccco1 (stereo unspecified)
  -6.0	36.4	i
CC(=O)Nc1ccc(S(=O)(=O)NNC(=O)c2cccc3ccccc23)cc1
  -20.2	6.4	i
COc1ccc(COCC(O)CN(Cc2ccco2)Cc2ccccc2O)cc1 (stereo unspecified)
  -20.6	25.2	i
CCOC(=O)c1sc(NC(=O)c2ccco2)nc1C
  -9.1	14.0	i
C=CCn1nnnc1SCC(=O)Nc1cccc(C(F)(F)F)c1
  -7.3	0.8	i
CCOC(=O)Cc1csc(NC(=O)CSc2nnc(-c3ccncc3)o2)n1
  -8.7	25.6	i
Cc1cc2c(OCC(O)CN3CCCCC3)cccc2[nH]1 (stereo unspecified)
  -25.0	-0.4	i
COc1ccc(C(=O)N/C(=C/c2cccnc2)C(=O)N2CCOCC2)cc1OC
  0.3	1.4	i
COc1ccc(-c2c(C)nn3c(C)cc(C)nc23)cc1
  -19.6	9.1	i
O=C(Oc1ccc2cccc(OC(=O)N3CCOCC3)c2c1)N1CCOCC1
  -24.8	-9.3	i
O=C(NCCN1CCOCC1)c1ccc(N2CCCC2)c([N+](=O)[O-])c1
  -17.6	36.5	i
Cc1nn(CC(=O)NCc2cccs2)c(=O)c2nn(-c3ccccc3)c(C)c12
  -15.7	10.6	i

# Brought forward from above: 3 compounds; new compounds follow.
# Sequence of screens – OX1R antag-2	OX1R antag-1	CHT allo act
O=C(Oc1ccc2cccc(OC(=O)N3CCOCC3)c2c1)N1CCOCC1
  -24.8	-9.3	i
O=C(NCCN1CCOCC1)c1ccc(N2CCCC2)c([N+](=O)[O-])c1
  -17.6	36.5	i
Cc1nn(CC(=O)NCc2cccs2)c(=O)c2nn(-c3ccccc3)c(C)c12
  -15.7	10.6	i
CN(C(=O)COc1ccc(Cl)cc1)C1(C)CCS(=O)(=O)C1 (stereo unspecified)
  -7.2	14.5	i
Cc1c(O)c(=O)ccn1Cc1ccccc1
  -8.4	14.5	i
O=C(NCC(=O)N(Cc1ccc(F)cc1)C(C(=O)NCC1CCCO1)c1ccccc1)c1ccco1 (stereo unspecified)
  -16.2	17.0	i
O=C(COC(=O)c1cc(=O)[nH]c2ccccc12)Nc1ccc(Cl)cn1
  -33.8	16.6	i
CCN(CC)CCCNC(=O)c1ccccc1C
  -27.9	7.7	i
O=C(COC(=O)CNC(=O)c1ccc(Cl)cc1Cl)NNC(=O)c1ccccc1
  -4.9	5.2	x
CCOC(=O)c1c(NC(=O)CN2CCOCC2)sc2c1CCCC2
  -35.6	7.3	i
C/C(=C\c1ccccc1)C1NC(=O)c2c(sc3c2CCCC3)N1 (stereo unspecified)
  -2.8	15.3	i
COc1ccc(C)cc1NC(=O)CN(Cc1nnc(-c2ccc(Cl)cc2)o1)C1CCCC1
  8.9	44.4	i
Cc1cccc(-n2nnnc2SCC(=O)c2cc(C)n(Cc3ccco3)c2C)c1
  -4.7	16.3	i
CC1(C)NC(=O)N(CCOCCOc2ccccc2)C1=O
  -22.2	1.5	i
Cc1ccc(C)c(SCC(=O)NNC(=O)c2csc(N3CCOCC3)n2)c1
  -30.2	29.5	i
Cc1ccc(NC(=O)CSc2nc3[nH]ncc3c(=O)[nH]2)cc1
  -16.1	6.4	i
Cc1ccc(/C=N/n2c(-c3cccc(Cl)c3)n[nH]c2=S)o1
  -4.9	5.6	i
O=C(Cn1c(=O)oc2cc(S(=O)(=O)N3CCCC3)ccc21)Nc1ccccc1Br
  -1.4	15.3	i
CCCC(=O)c1ccc(N2CCCCC2)c(F)c1
  3.1	12.2	i
COc1ccc(-c2ccccc2)cc1NCc1ccccc1C
  -29.4	20.7	i
Cc1ccc(C)c(C2=CSC3=NCCN23)c1
  -0.6	14.2	i
COc1ccc(NC(=O)Cc2nnc(SCC(=O)c3ccc(F)cc3)n2C)cc1
  -12.8	12.9	i
CCc1nnc(NC(=O)OCc2ccccc2)s1
  -16.1	2.3	i
O=C(NC1CCCC1)C(c1cc2c(cc1[N+](=O)[O-])OCO2)N1CCCC1 (stereo unspecified)
  -13.4	12.3	i
CN(/N=C/c1ccccc1)C(=S)c1ccccc1
  -18.4	11.5	i
O=[N+]([O-])c1ccc(C2=Nn3cnnc3SC2)cc1
  -29.9	87.8*	i
O=C(c1ccc(Cl)c(S(=O)(=O)NCc2ccco2)c1)N1CCN(c2ccccc2F)CC1
  -15.6	26.3	i
CN(C)C(=O)NC(Nc1cccc([N+](=O)[O-])c1)C(Cl)(Cl)Cl (stereo unspecified)
  -3.5	18.7	i
Cc1nn(CCOc2ccccc2)c(=O)n1-c1cccc(F)c1
  -8.1	7.0	i
COC(=O)C1CCN(C(=O)COc2ccc(N(C)S(=O)(=O)c3ccc(C)cc3)cc2)CC1
  -27.8	-1.5	x
COc1ccc(S(=O)(=O)N2CCN(C(=O)c3cc(-c4ccccc4OC)n[nH]3)CC2)cc1
  5.2	2.4	i
O=[N+]([O-])c1ccc(N/N=C/C=C/c2ccco2)cc1
  18.1	10.8	8.1*
Cc1c(OCc2nn[nH]n2)ccc2c3c(c(=O)oc12)CCCC3
  -8.8	14.2	i

# Structures shown so far with fluorine (nine):
# Sequence of screens – OX1R antag-2	OX1R antag-1	CHT allo act
O=S(=O)(CCSc1ccc(C(F)(F)F)cn1)c1ccccc1
  -28.8	16.2	i
Cc1onc(-c2c(Cl)cccc2Cl)c1C(=O)ONC(=O)c1cc(C(F)(F)F)cc(C(F)(F)F)c1
  -20.5	5.0	i
COC(=O)CNc1nc(-c2ccccc2F)nc2ccccc12
  1.9	39.3	i
C=CCn1nnnc1SCC(=O)Nc1cccc(C(F)(F)F)c1
  -7.3	0.8	i
O=C(NCC(=O)N(Cc1ccc(F)cc1)C(C(=O)NCC1CCCO1)c1ccccc1)c1ccco1 (stereo unspecified)
  -16.2	17.0	i
CCCC(=O)c1ccc(N2CCCCC2)c(F)c1
  3.1	12.2	i
COc1ccc(NC(=O)Cc2nnc(SCC(=O)c3ccc(F)cc3)n2C)cc1
  -12.8	12.9	i
O=C(c1ccc(Cl)c(S(=O)(=O)NCc2ccco2)c1)N1CCN(c2ccccc2F)CC1
  -15.6	26.3	i
Cc1nn(CCOc2ccccc2)c(=O)n1-c1cccc(F)c1
  -8.1	7.0	i

# The listing continues:
# Sequence of screens – OX1R antag-2	OX1R antag-1	CHT allo act
Cc1ccc(N=C2NC(=O)S/C2=C\c2ccco2)cc1
  -14.0	13.8	i
Cc1[nH]c2ccc(F)cc2c1CCN(Cc1ccncc1)C(=S)Nc1ccccc1
  20.7	21.9	i
Cc1ccc(C)c(NC(=O)C2CCN(C(=O)c3cccs3)CC2)c1
  -8.2	6.0	i
Cc1ccc(NC(=O)CN(C)C(=O)CSc2nnc(C)s2)cc1
  -15.4	3.1	x

# High-throughput results: PubChem BioAssay, several laboratories
